Screens (PubChem BioAssay)
SARS 3CLpro inh: SARS-CoV 3CLpro protease inhibition. recombinant SARS-CoV 3CLpro, quenched FRET peptide cleavage. inhibition, % at 6 µM. 290,000 tested, 0.14% active. AID 1706; in the data active means inhibition above about 12%
PrPC TRFRET: cell surface PrPC inhibition, primary TR-FRET screen. P04156. TR-FRET read-out. inhibition, % at 13.8 µM. 370,000 tested, 0.43% active; in the data active means inhibition above about 24%; further: 0% = median of the test wells and 100% = reference compound wells
Vc quorum ag: inducers of Vibrio cholerae quorum light production without autoinducers. V. cholerae BH1578 lux reporter, luminescence, 6 h. activation, % at 18.7 µM. 350,000 tested, 0.16% active; in the data active means activation mostly above about 9.7%, no sharp cut-off; further: not every result past the cut was called active; inactives centre near 0; reference of the scale not given here
BoNT A protease: BoNT A light chain protease inhibition; multiplex microsphere protease substrate cleavage, flow cytometry; inhibition, % at 10 µM; 360,000 tested, 0.17% active; AID 588499; further: plate controls were buffer without enzyme for full effect and enzyme alone for no effect
PriA SSB inh: K. pneumoniae PriA-SSBct interaction inhibition | 430,000 tested, 0.6% active | AlphaScreen SSBct-PriA binding, biotinylated peptide | AID 1272365 | inhibition, % at 33 µM; in the data active means inhibition mostly above about 37%, no sharp cut-off; inactive means mostly below about 20%;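 further: plate controls were negative control peptide for no effect and reference peptide for full effect; strong numbers were not always called active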
TcdB GH inh: blocks C. difficile toxin B glycohydrolase activity; inhibition, % at 9.99 µM; 350,000 tested, 0.24% active; TcdB glycohydrolase enzymatic assay, plate reader; P18177; AID 652162; in the data active means inhibition above about 10%
Yp Topo-I inh: Y. pestis Topo-I inhibition via cleavage products; Y. pestis Topo-I cleavage product accumulation, plate reader; activity, % at 10 µM; 360,000 tested, 0.064% active; in the data active means activity above about 50%, passing the limit was not always enough; further: inactives centre near 2
Anthrax LF inh2: anthrax lethal factor protease inhibition. P15917. multiplex microsphere protease cleavage assay, LF. inhibition, % at 10 µM. 360,000 tested, 0.12% active. AID 588501; further: plate controls were buffer without enzyme for full effect and enzyme alone for no effect
Target sequence (P15917 whole entry, looked up): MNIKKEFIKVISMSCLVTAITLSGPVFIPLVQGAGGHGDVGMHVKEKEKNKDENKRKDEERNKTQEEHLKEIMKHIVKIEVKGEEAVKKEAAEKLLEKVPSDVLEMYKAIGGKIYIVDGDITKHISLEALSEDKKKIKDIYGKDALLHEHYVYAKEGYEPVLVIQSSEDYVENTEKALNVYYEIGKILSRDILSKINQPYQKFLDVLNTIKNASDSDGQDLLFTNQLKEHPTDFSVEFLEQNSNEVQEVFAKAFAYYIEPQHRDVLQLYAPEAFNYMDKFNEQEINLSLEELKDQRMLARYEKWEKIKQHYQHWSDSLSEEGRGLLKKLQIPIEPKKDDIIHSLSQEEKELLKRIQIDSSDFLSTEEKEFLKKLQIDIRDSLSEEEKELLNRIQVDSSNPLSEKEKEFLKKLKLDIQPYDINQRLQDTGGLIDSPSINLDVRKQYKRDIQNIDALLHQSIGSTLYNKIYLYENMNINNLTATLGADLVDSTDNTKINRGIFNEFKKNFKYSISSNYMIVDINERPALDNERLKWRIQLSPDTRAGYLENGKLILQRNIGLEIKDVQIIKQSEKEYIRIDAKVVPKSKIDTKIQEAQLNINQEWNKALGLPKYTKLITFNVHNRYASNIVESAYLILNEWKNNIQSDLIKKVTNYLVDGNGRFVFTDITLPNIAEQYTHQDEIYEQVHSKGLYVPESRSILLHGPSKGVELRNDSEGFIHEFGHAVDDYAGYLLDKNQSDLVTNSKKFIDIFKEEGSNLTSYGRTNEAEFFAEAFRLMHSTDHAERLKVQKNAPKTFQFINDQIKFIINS
PfHsp40 rescue: rescue of PfHsp40-mediated yeast toxicity; S. cerevisiae expressing PfHsp40, growth rescue, ATP luminescence; 340,000 tested, 0.68% active; AID 504582; growth rescue, % at 12.5 µM; in the data active means growth rescue above about 28%, passing the limit was not always enough;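 further: yeast W303a lacking pdr1 and pdr3 grown in galactose medium; growth measured after three days at 30 °C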
* = called active by the depositor; i = inactive; . = not tested or not shown. Unless noted, no stated cut-off is given here; in the data, active means inhibition above about 30%; inconclusive means no clear call, values can overlap the other calls; inactive means below that. This is a subset. The share of hits here may be higher or lower than overall.

SMILES	SARS 3CLpro inh	PrPC TRFRET	Vc quorum ag	BoNT A protease	PriA SSB inh	TcdB GH inh	Yp Topo-I inh	Anthrax LF inh2	PfHsp40 rescue
Cn1c(C(=O)N2CCN(c3ccc(F)cc3)CC2)cc2ccccc21	3.8	-7.0	-0.7	-3.3	-9.0	1.3	20.4	13.7	1.9
CCN(C(=O)CSc1nnc(SC)s1)c1c(N)n(Cc2ccccc2)c(=O)[nH]c1=O	.	0.5	i	-0.6	-4.0	0.5	-1.3	1.9	-0.3
COCCNC(=O)/C(C#N)=C/c1ccc(O)c([N+](=O)[O-])c1	-2.8	-3.0	-0.2	-0.5	-27.8	0.1	-0.6	-7.4	-0.6
N/C(=N\OS(=O)(=O)c1ccc2ccccc2c1)c1ccncc1	0.4	-1.8	i	0.1	.	.	-4.5	-4.2	0.0
CCOC(=O)N1CCN(C(=O)c2ccc(NS(=O)(=O)c3ccc4[nH]c(=O)[nH]c4c3)cc2)CC1	.	2.4	-2.3	-1.4	-7.6	1.4	7.5	3.8	-0.5
CC/C(=C1/C(=O)CC(C)(C)C(C(=O)OC)C1=O)N1CCCC1 (stereo unspecified)	-0.9	4.8	11.2	-0.2	-4.3	.	-8.2	-2.2	1.3
CCN1CCCC1Cn1cnc2c([nH]c3cccc(Cl)c32)c1=O (stereo unspecified)	5.0	-12.7	i	-0.1	-0.4	.	3.2	-12.2	0.8
O=C(Cc1ccc(S(=O)(=O)N2CCCCC2)s1)Nc1ccc(F)c(F)c1	1.6	13.3	0.0	0.9	-10.8	-2.6	7.8	2.0	1.7
CC1CC(=O)c2cnc(Nc3cccc(C(F)(F)F)c3)nc2C1 (stereo unspecified)	-2.7	3.8	0.3	0.0	-15.6	.	-4.8	-0.9	0.0
COc1ccc(/C=N/Nc2ncnc3sc4c(c23)CCCC4)cc1O	4.6	-7.3	i	-3.0	.	.	-7.7	-5.2	3.8
Cc1c(C(=O)NCC2CCCO2)cccc1[N+](=O)[O-] (stereo unspecified)	3.5	-7.1	-0.3	-1.0	1.7	.	-0.5	0.5	1.0
CCC(=O)c1ccc(OCC(=O)N2CCCC2)c(OC)c1	5.8	4.6	i	-1.3	-14.7	1.0	13.5	-4.3	-1.1
Cn1nnc2cc(NC(=O)Nc3ccccc3F)ccc21	.	3.5	i	-0.5	.	1.7	7.5	-0.8	.
Cc1cccc(NC2SC(=O)N(CC(=O)O)C2=O)c1 (stereo unspecified)	-3.9	2.0	i	0.1	-5.4	.	-1.8	-4.4	-0.6
O=C1OC(Nc2nc(-c3ccc(F)cc3)cs2)c2ccccc21 (stereo unspecified)	-0.8	-3.8	-1.6	-3.1	0.5	-1.4	-5.8	11.9	1.2
Cc1nc2n(COCCO)cnn2c(=O)c1Br	-5.7	0.0	-0.2	-0.1	-24.3	.	25.8	-0.9	-0.2
COc1cccc(N2CCN(C(=O)c3ccc(CS(=O)Cc4ccc(C)cc4)o3)CC2)c1 (stereo unspecified)	2.8	-0.4	i	0.1	-11.8	-0.6	11.7	3.6	0.7
CC(C)(Cc1nc2ccccc2[nH]1)c1nc2ccccc2[nH]1	.	-3.9	-0.7	-0.2	.	-0.6	1.6	-4.3	.
CN(Cc1nc2ccccc2c(=O)[nH]1)C(=O)c1cccc(S(=O)(=O)N2CCCCCC2)c1	.	-1.0	3.1	0.4	8.8	1.6	14.8	-10.5	1.4
CS(=O)(=O)N(CCc1ccccc1)CC(=O)N1CCCCC1	-8.1	-0.8	i	0.2	-10.7	.	9.7	-0.8	-1.7
COc1ccc(-c2csc(NC(=O)CS(=O)(=O)c3ccccc3)n2)cc1OC	.	6.6	-0.5	-0.7	.	1.4	1.3	2.6	.
Cc1noc(NS(=O)(=O)c2ccc(N/C=C\C(=O)c3ccc(F)cc3)cc2)c1C	-1.6	-4.9	i	-0.1	-1.1	-0.8	9.1	-2.8	-0.2
CC1CCCC(NC(=O)c2cccc(S(=O)(=O)N3CCOCC3)c2)C1C (stereo unspecified)	.	4.9	-0.3	0.3	.	0.4	-7.4	1.6	.
O=C(c1cc2c(c(-c3cccc(-c4ccncc4)c3)n1)[C@@H](CCO)N(C(=O)c1ccc3c(c1)OCO3)C2)N1CCOCC1	.	4.0	.	-0.3	.	1.5	.	-0.8	.
O=c1[nH]c(/C=C/c2cccc([N+](=O)[O-])c2)c([N+](=O)[O-])c(=O)[nH]1	-2.0	-26.6	i	-1.3	-2.9	0.6	3.0	-7.8	6.4
Cc1cc(C)c(S(=O)(=O)N2CCN(C(=O)c3ccccc3OCc3c(C)noc3C)CC2)c(C)c1	.	3.8	1.8	0.1	1.6	0.5	30.7	-4.4	0.6
O=C(O)C1Cc2ccccc2CN1S(=O)(=O)c1ccc2ccccc2c1 (stereo unspecified)	5.6	4.3	i	-0.3	1.3	.	5.6	-1.5	0.8
CCC(C(=O)NC1CCN(C)CC1)c1ccccc1 (stereo unspecified)	-0.5	-5.5	i	12.6	-12.0	0.0	6.8	5.5	-0.7
COc1ccc(C2=CSC3=NNC4(CCCCC4)NN23)cc1	1.1	6.3	i	1.5	6.7	-0.2	-7.0	-4.0	1.0
Cc1c(C(=O)O)c2cc(O)ccc2n1-c1ccccc1	4.0	-7.0	i	-0.3	-9.1	.	-1.8	-0.7	2.5
Cc1ccccc1/C=N/N1C(=O)CSC1=S	-3.0	2.8	-0.8	-1.8	.	0.0	-10.8	2.4	-1.3
COc1ccc(NC(=O)CC23CC4CC(CC(Br)(C4)C2)C3)c(OC)c1	-1.6	-1.3	i	1.3	-17.1	0.9	5.4	3.2	-1.5
O=c1cc(C(F)(F)C(F)F)oc2ccccc12	-3.7	-8.5	-0.9	0.8	1.2	-0.3	1.7	-4.9	0.6
CCOc1ccc(NS(=O)(=O)c2c(C)nc3sc(CC)nn3c2=O)cc1	-6.8	-3.6	.	-0.1	-5.4	0.3	2.1	0.8	-0.2
CCCCC(=O)N/N=C/c1c(O)n(CC)c(=S)[nH]c1=O	2.3	3.4	-0.5	-1.7	.	1.1	-5.3	0.3	0.5
Cc1cc2cc(CN(CC3CCCO3)C(=S)Nc3ccccc3)c(=O)[nH]c2cc1C (stereo unspecified)	2.5	10.8	-0.3	-0.5	11.9	0.8	25.3	-0.6	1.5
COc1ccc(NC(=O)CCC(=O)c2cccs2)cc1Cl	-1.2	-0.2	-7.7	-2.9	-0.9	0.6	-1.6	-20.0	0.6
O=C(Cn1[nH]c(=O)c2ccccc2c1=O)OCC(=O)c1ccc(Br)cc1	.	3.8	i	-0.4	-18.2	2.5	5.8	8.8	-0.1
CCOc1ncccc1C(=O)NNC(=O)c1ccc(NS(=O)(=O)c2cccs2)cc1	.	-2.4	-0.6	2.4	-0.3	1.5	-6.9	-1.2	1.1
C/C(=N\NC(=O)c1ccc(O)cc1O)c1cccnc1	2.7	6.3	4.5	-0.5	.	0.0	0.3	-2.0	-1.4
CC[C@@]12C(=O)N(c3cccc(F)c3)C(=O)N1[C@H](c1ccc(OC)cc1)[C@@H]1C(=O)N(C(C)(C)C)C(=O)[C@@H]12	.	-4.7	-0.8	-0.1	3.1	0.7	-1.6	6.3	7.7
N#Cc1c(N)nc2c(c1N)CC(CCl)O2 (stereo unspecified)	4.8	4.9	-0.2	0.5	-0.4	.	-9.0	2.6	-1.1
N#CC(C#N)=C1c2cc(S(=O)(=O)NCCO)ccc2-c2ccc(S(=O)(=O)NCCO)cc21	4.0	-60.8	i	-1.2	-7.7	1.9	-4.7	3.1	0.7
COc1ccc(Cn2nnnc2C(CC(C)C)N2CCC(C(N)=O)CC2)cc1 (stereo unspecified)	1.1	-3.4	-0.5	-1.2	-14.3	-0.3	-1.8	-1.9	0.0
COc1c(O)cc(O)c2c(=O)cc(-c3ccccc3)oc12	.	-4.8	-0.6	0.1	-12.3	1.7	-7.9	-3.6	1.5

Entries of single compounds from above.
Record of COc1ccc(NC(=O)CC23CC4CC(CC(Br)(C4)C2)C3)c(OC)c1 : SARS 3CLpro inh = -1.6; PrPC TRFRET = -1.3; Vc quorum ag = i; BoNT A protease = 1.3; PriA SSB inh = -17.1; TcdB GH inh = 0.9; Yp Topo-I inh = 5.4; Anthrax LF inh2 = 3.2; PfHsp40 rescue = -1.5
Record of CCOc1ccc(NS(=O)(=O)c2c(C)nc3sc(CC)nn3c2=O)cc1 : SARS 3CLpro inh = -6.8; PrPC TRFRET = -3.6; Vc quorum ag = .; BoNT A protease = -0.1; PriA SSB inh = -5.4; TcdB GH inh = 0.3; Yp Topo-I inh = 2.1; Anthrax LF inh2 = 0.8; PfHsp40 rescue = -0.2

(continued)
SMILES	SARS 3CLpro inh	PrPC TRFRET	Vc quorum ag	BoNT A protease	PriA SSB inh	TcdB GH inh	Yp Topo-I inh	Anthrax LF inh2	PfHsp40 rescue
CCOC(=O)N1CCN(C(=O)C[C@@H]2C[C@@]3(C(=O)OC)CCCCC=C3N(Cc3ccc(Cl)cc3Cl)C2=O)CC1	.	-2.0	.	-0.4	.	1.1	.	-4.6	.
Cc1cccc(NC(=O)Cn2nnc(C(=O)Nc3ccc(F)c(Cl)c3)c2N)c1	-6.3	-3.0	i	0.7	-0.1	2.1	2.1	-0.8	0.1
COc1ccc(N(CC(=O)NCCC2=CCCCC2)S(=O)(=O)c2ccccc2)cc1OC	3.4	1.8	-0.4	-1.6	-13.1	0.7	2.5	-7.8	-1.1
Cc1ccc(NC2=NCC(=O)N2C2CCCC2)c(C)c1	4.9	-8.0	-0.4	0.1	1.0	.	0.7	-1.8	-0.8
CCCN(CCC)C(=O)CSc1ncccc1C(=O)O	-1.6	2.5	i	-0.4	-2.8	.	-5.0	0.5	0.7
O=C(CCCn1c(=S)[nH]c2cc3c(cc2c1=O)OCO3)N1CCN(C2CCCCC2)CC1	-3.7	-12.3	-0.3	1.0	-10.0	.	-3.4	1.4	1.5
Cc1ccc(C(=O)OCCc2c(C)[nH]n(-c3ccccc3)c2=O)cc1	-0.9	2.0	-2.9	-0.8	-19.8	.	6.0	-1.6	0.4
Fc1ccccc1Cn1c2[n+](c3ccc(C(F)(F)F)cc31)CCCCC2	6.5	-9.1	-2.7	0.2	2.2	4.5	4.8	5.9	-1.4
CC(C)C(=O)Nc1oc(-c2ccccc2)cc1C#N	-0.7	-3.4	.	-0.5	4.8	0.5	-1.1	-0.9	-1.9
CC(C)c1nnc(NC(=O)C2CCN(C(=O)Nc3ccc(Cl)cc3)CC2)s1	5.0	1.0	0.0	-1.0	-6.6	1.6	12.6	-2.7	1.4
O=C(CSc1nnc(SCC(=O)NCc2ccc3c(c2)OCO3)s1)NCc1ccc2c(c1)OCO2	0.0	-1.5	-0.2	-0.1	-0.4	.	-1.3	3.8	-1.2
C=CCNC(=O)c1ccccc1NC(=O)c1ccc(Cl)c(S(=O)(=O)Nc2cccc(C)c2C)c1	-4.6	13.1	-0.1	0.2	-0.1	-5.4	-5.2	-3.1	-0.1
CN(C)CCNC(=O)C(=O)NCC1OCCCN1S(=O)(=O)c1cccs1 (stereo unspecified)	-0.7	-5.0	i	0.2	-9.0	.	-0.1	-2.0	0.7
N#Cc1ccccc1S(=O)(=O)c1ccccc1C(=O)Nc1ccccc1	6.5	-5.6	-0.4	0.0	-6.7	-0.5	8.1	-1.7	-0.3
CC1=Nc2cc(C(=O)O)ccc2Sc2ccc(Br)cc21	1.1	4.5	-0.2	-0.4	-3.3	-1.4	10.2	-5.1	0.7
Oc1ccccc1/C=C/c1noc(-c2ccccc2O)n1	0.3	-8.2	-0.4	0.3	-8.2	1.1	9.3	0.4	0.4
COc1ccc(C2=CC(=O)C[C@H](c3ccc(F)cc3)C2)cc1F	.	-7.1	i	0.1	-6.2	0.6	11.0	-1.8	7.7
O=C(Cn1cncn1)N/N=C/c1cccnc1	4.5	-2.8	-0.7	-4.2	i	1.8	-1.5	-3.0	-0.5
Cc1c(C(=O)NCc2ccco2)sc2nc(-c3ccccc3)cn12	-2.0	24.0	-0.8	1.3	8.7	0.9	12.1	-3.7	0.3
COC(=O)COc1ccccc1C(N)=O	4.7	1.8	i	-1.1	-3.6	1.8	3.9	-2.8	-2.0
